Screening data as filed in PubChem.
Eya2 inh – blocks the phosphatase activity of human Eya2. O00167. recombinant Eya2, OMFP fluorescence dephosphorylation (OMFP is methylfluorescein phosphate). Potency, µM (top dose mostly 76.9 µM), inactives show at the highest dose activity, negative = inhibition, most hits filed as inhibitors. actives 0.006% (n = 330,000). AID 488837; further: potency means the concentration at half of the fitted maximal effect; on the % scale 0 is the no-effect control and ±100 the full control effect
Target sequence (O00167 whole entry, looked up): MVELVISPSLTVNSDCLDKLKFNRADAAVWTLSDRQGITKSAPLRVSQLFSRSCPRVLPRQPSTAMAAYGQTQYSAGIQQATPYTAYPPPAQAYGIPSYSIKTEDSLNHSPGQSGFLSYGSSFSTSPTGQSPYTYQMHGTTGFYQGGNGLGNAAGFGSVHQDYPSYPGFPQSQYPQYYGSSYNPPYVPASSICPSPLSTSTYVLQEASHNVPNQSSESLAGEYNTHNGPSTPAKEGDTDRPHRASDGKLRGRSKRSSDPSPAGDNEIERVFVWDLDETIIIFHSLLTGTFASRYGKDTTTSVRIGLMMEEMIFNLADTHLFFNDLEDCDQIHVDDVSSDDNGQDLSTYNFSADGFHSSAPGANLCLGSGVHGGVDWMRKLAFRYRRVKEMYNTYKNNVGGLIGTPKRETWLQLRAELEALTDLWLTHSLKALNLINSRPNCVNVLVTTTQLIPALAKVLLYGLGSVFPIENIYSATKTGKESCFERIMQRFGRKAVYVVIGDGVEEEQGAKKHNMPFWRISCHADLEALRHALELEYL
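Eya2 protein (added as 0.2 uM solution) was preincubated with compound for 10 min at ambient temperature in 50 mM HEPES pH 7.5, 50 mM NaCl, 5 uM MgCl2, 0.05% BSA, 1 mM DTT. OMFP (added at 50 uM) then reacted 10 min; fluorescence read at 485/525 nm.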
KCNH2 WT inh – KCNH2 (human, wildtype) channel inhibition | U2OS, BacMam KCNH2, thallium flux FluxOr; hits give low values | activity change, % at 1.84 µM | actives 0.37% (n = 340,000);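 active means maximum activity change below -70%; inconclusive means maximum activity change between -70% and -50%; inactive means maximum activity change above -50%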; further: on the % scale 0 is the no-effect control and ±100 the full control effect
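U2OS cells were transduced with wild-type KCNH2 virus (2.03 x 10^8 / mL) for 4 h at room temperature, then cultured overnight at 37 C. Thallium flux was read with FluxOr dye. Rate constants were normalized to DMSO controls.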
S-ASM inh – human S-ASM enzyme inhibition; actives 0.006% (n = 340,000); P17405; placental ASM, HMU-PC fluorogenic substrate, 60 min; Potency, µM (doses to about 57.5 µM), without a hit: at the top dose activity change, negative = inhibition, hits mostly inhibitors; AID 504937; further: potency means the concentration at half of the fitted maximal effect
Target sequence (P17405 47-631 limits assumed): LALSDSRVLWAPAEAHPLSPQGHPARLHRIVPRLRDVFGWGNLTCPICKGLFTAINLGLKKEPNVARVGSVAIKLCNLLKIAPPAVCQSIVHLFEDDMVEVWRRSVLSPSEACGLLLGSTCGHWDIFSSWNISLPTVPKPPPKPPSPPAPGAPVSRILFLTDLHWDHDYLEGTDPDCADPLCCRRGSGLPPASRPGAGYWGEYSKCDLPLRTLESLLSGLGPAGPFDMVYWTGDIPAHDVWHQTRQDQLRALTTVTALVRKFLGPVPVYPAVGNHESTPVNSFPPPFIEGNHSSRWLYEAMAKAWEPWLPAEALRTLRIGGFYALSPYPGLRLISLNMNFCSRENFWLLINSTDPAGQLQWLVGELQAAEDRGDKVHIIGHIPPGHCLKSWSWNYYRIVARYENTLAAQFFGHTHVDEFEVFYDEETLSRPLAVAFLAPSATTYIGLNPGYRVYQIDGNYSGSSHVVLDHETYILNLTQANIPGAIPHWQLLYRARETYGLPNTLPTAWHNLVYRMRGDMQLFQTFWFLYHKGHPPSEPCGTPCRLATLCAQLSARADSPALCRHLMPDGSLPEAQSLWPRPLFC
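Human placenta-derived ASM enzyme was preincubated with compound for 10 minutes at room temperature, then given fluorogenic substrate HMU-PC0 (9 uM final) for 60 minutes at 37 °C; a pH 10 stop preceded fluorescence reading at Ex 386/Em 447 nm.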
USP2a block – blocks human ubiquitin-specific protease USP2a; O75604; USP2 core, Ub-CHOP2 coupled fluorogenic reporter, 485/531; Potency, µM (top dose mostly 38.3 µM), for the others: at the top dose activity change, negative = inhibition, hits mostly inhibitors; actives 0.01% (n = 330,000); AID 463254;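 further: potency means the concentration at half of the fitted maximal effect; plate controls were DMSO wells for no effect and full inhibition by NEM control for full effect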
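Cell-free coupled assay: 10nM USP2 core preincubated 30min RT with compound in Tris-HCl pH 8.0/CaCl2/CHAPS buffer, then 25nM Ub-CHOP2 and 25nM reporter substrate; fluorescence (Ex 485/Em 531) read after 60min RT, normalized to NEM inhibition, concentration-response curves fitted.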
MBNL1 CUG block – inhibitors of human MBNL1 binding to CUG repeat RNA. Q9NR56. TR-FRET MBNL1-His/biotin-(CUG)12 binding, 665/545 ratio. Potency, µM (titrated, usually from 57.5 µM), without a hit: top-dose activity change, negative = inhibition, most hits filed as inhibitors. actives 0.036% (n = 280,000). AID 2675; active means well fitted inhibition curve with a large enough effect in the signal ratio, with a control signal flat, not every such curve was filed as active; inconclusive means small, poorly fitted or top-dose-only effect, or effect the other way, or a change in a side signal; inactive means no such curve, though single readings can be large or run the other way; the % refers to the signal ratio; further: potency means the concentration at half of the fitted maximal effect; on the % scale 0 is the no-effect control and ±100 the full control effect
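His-tagged MBNL1 binding to biotinylated (CUG)12 RNA was measured by TR-FRET using terbium anti-His antibody (0.055 ng/ul final) and streptavidin-XL665 (5 nM final). Compounds were titrated 92 nM to 58 uM; 60 min at room temperature.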
BCR signal inh – inhibitors of chronic active B-cell receptor signaling | AID 493014 | actives 0.05% (n = 340,000) | ABC-DLBCL IkBa-CBG/CBR reporter, luminescence ratio, 4 h | Potency, µM (top dose mostly 46.1 µM), for the others: at the top dose ratio change, negative = lower green/red ratio, hits mostly inhibitors; active means well fitted inhibition curve with a large enough effect in the signal ratio, with a control signal flat, not every such curve was filed as active; inconclusive means small, poorly fitted or top-dose-only effect, or effect the other way, or a change in a side signal; the % refers to the signal ratio;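 further: potency means the concentration at half of the fitted maximal effect; plate controls were basal doxycycline-induced cells for no effect and cells given 10 µM MG132 for full effect; MG132 reads +100%, hits lower the ratio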
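Compounds up to 46 uM were incubated four hours with TMD8 cells whose green CBG68 luciferase is fused to IkappaBalpha; red CBR luminescence normalised the signal, and concentration-effect curves were fitted to fusion, red and ratio data.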
Mito fusion act – blocks mitochondrial division or promotes mitochondrial fusion; S. cerevisiae fusion-defective mutant growth rescue, CellTiterGlo 48 h; Potency, µM (highest dose often 46.1 µM), inactives show at the top dose growth rescue (activation), hits mostly activators; actives 0.23% (n = 320,000); AID 485298;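 further: potency means the concentration at half of the fitted maximal effect; % of control where 0% means no effect; nearly all actives have a fitted effect of over 45% in size; temperature-sensitive fusion mutants such as fzo1-1 at 37 °C on non-fermentable ethanol glycerol medium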
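Temperature-sensitive fusion-defective S. cerevisiae (e.g. fzo1-1, mgm1-5) were grown with compound in YPEG medium (3% ethanol, 3% glycerol) for 48 hours at 37C. Growth rescue was measured as viability by CellTiterGlo luminescence after 10 minutes at ambient.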
TSHR antagonist – human thyrotropin receptor antagonism; TSHR-expressing cells, TSH-stimulated cAMP HTRF, 2 h; hits give low values; activity change, negative = inhibition, % at 11.5 µM; actives 0.2% (n = 330,000); AID 504810;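 active means activity change below a set negative limit, meaning inhibition stronger than a set level, cut at about -70% in these data; inconclusive means activity change between two set negative limits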; further: on the % scale 0 is the no-effect control and ±100 the full control effect
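TSHR-expressing cells were treated with compounds, then stimulated with TSH at EC80 (4nM final) for 2 hours at 37 deg C. Cellular cAMP was measured by HTRF competition between lysate cAMP and cAMP-d2 for a cryptate-labelled anti-cAMP antibody.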
PKM2 activator – increases activity of human pyruvate kinase M2; actives 0.34% (n = 260,000); P14618; Potency, µM (doses to about 57.5 µM), for the others: at the top dose activation, hits mostly activators; purified PKM2, Kinase-Glo ATP luminescence, activation; response scale: 0% is enzyme alone, no compound; further: potency means the concentration at half of the fitted maximal effect; on the % scale 0 is the no-effect control and ±100 the full control effect; nearly all actives have a fitted effect of over 55% in size
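ATP formation by purified human PK-M2, quantified via coupled luciferase luminescence after 1 h at room temperature with 0.1 mM ADP and 0.5 mM PEP final.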
GALK inh – galactokinase (human) inhibition | Potency, µM (doses to about 57.5 µM), for the others: top-dose activity change, negative = inhibition, most hits filed as inhibitors | P51570 | actives 0.007% (n = 270,000) | Purified GALK, Kinase-Glo residual ATP luminescence; further: potency means the concentration at half of the fitted maximal effect; on the % scale 0 is the no-effect control and ±100 the full control effect
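Kinase-Glo Plus luminescence measured ATP left after a 1 h room-temperature reaction. The reaction used 5 nM GALK, 100 uM galactose and 35 uM ATP at pH 8.0 (20 mM HEPES, 5 mM MgCl2, 60 mM NaCl, 1 mM DTT, 0.01% BSA).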
Menin MLL FP TR – displaces Texas Red mutant MLL peptide from human menin | Menin + Texas Red MLL mutant peptide, fluorescence polarization | actives 0.23% (n = 270,000) | AID 1768 | Potency, µM (top dose mostly 61.6 µM), without a hit: top-dose FP activity change, negative = inhibition, usual class: inhibitors | O00255; active means well fitted inhibition curve with a large enough effect in the polarisation, with a control signal flat, not every such curve was filed as active; inconclusive means small, poorly fitted or top-dose-only effect, or effect the other way, or a change in a side signal; inactive means no such curve, though single readings can be large or run the other way; the % refers to the polarisation; further: potency means the concentration at half of the fitted maximal effect; % of control where 0% means no effect; many of its hits are not listed in these tables
* marks the source's active call; other numbers are inactive results; ? = inconclusive; . = not tested or not shown; [ ] = remark or other dose. Unless noted, the call rests on the fitted dose curve; in most records, active means well fitted curve in the direction sought with a large enough effect; inconclusive means small, poorly fitted or top-dose-only effect, or another doubt; inactive means no such curve, though single readings can be large; an effect the other way counts as inactive or inconclusive. These rows are one share of the data. The share of hits here may be higher or lower than overall.

SMILES	Eya2 inh	KCNH2 WT inh	S-ASM inh	USP2a block	MBNL1 CUG block	BCR signal inh	Mito fusion act	TSHR antagonist	PKM2 activator	GALK inh	Menin MLL FP TR
CC(C)OCCCn1c(=S)[nH]c2cc3c(cc2c1=O)OCO3	-32%	-1	-1%	2%	21%	12%	-9%	6	1%	-1%	3%
NNC(=O)C1CCCN1S(=O)(=O)c1ccc(Cl)cc1 (stereo not drawn)	8%	2	4%	11%	-1%	-3%	0%	-2	-1%	0%	9%
COn1c(-c2ccccc2)c(C=O)c2ccccc21	-9%	-1	-3%	-1%	3%	-10%	-8%	-20	-3%[11.5 µM]	8%	-10%
CC1CN(c2ccc(C(=O)c3ccccc3C(=O)O)cc2[N+](=O)[O-])CC(C)O1 (stereo not drawn)	-2%	-2	-2%	-1%	?	4%	-2%	-1	-4%	-2%	7%
CC(C)(C)OC(=O)NCCCCCNC(=O)c1ncn(Cc2ccccc2)c1C(=O)NCCCCCNC(=O)OC(C)(C)C	-26%	7	-1%	-4%	.	-3%	.	-4	.	.	.
CC(C)CNC(=S)N1CCN(C(c2ccccc2)c2ccccc2)CC1	0%	10	-6%	-7%	6%	5%	?	-7	2%	0%	0%
COc1ccc(C2=NN(CC(=O)Nc3ccccc3C)C(=O)CC2)cc1	-6%	3	0%	0%	-5%	?	-4%	25	5%	.	.
COc1ccc(CC2(CO)CCN(Cc3ccc4nsnc4c3)CC2)cc1	1%	-3	-3%	1%	?	12%	12%	-8	-4%	-7%	6%
COc1ccc(NC(=O)CC2C(=O)N(Cc3ccccc3)C(=S)N2CCN2CCOCC2)cc1 (stereo not drawn)	8%	-11	-1%	-1%	.	2%	-7%	-11	4%	-1%	12%
O=c1c(C=NCCN2CCNCC2)c(-c2ccccc2)[nH]n1-c1ccc([N+](=O)[O-])cc1	-2%	.	.	1%	15%	11%	-2%	0	-9%	2%	?
CC(=O)Nc1ccc2nc(-c3ccc(Br)o3)[nH]c2c1	-4%	2	2%	0%	7%	?	-13%	12	-9%	-1%	0%
CCCCCCC12CCC(C(=O)O)(CC1)CC2	-18%	.	.	0%	-14%	?	?	18	1%	1%	10%
O=c1[nH]c2cc3c(cc2cc1CN(CCCO)Cc1nnnn1Cc1ccc(F)cc1)OCO3	-19%	-2	22%	4%	-6%	-9%	0%	-2	1%	-1%	-2%
CCOC(=O)C(Cc1ccc(O)cc1)NC(=O)CNC(=O)C(CC(C)C)NC(=O)OC(C)(C)C (stereo not drawn)	-11%	13	2%	1%	-3%	1%	1%	11	2%	2%	1%
Cc1ccccc1C(=O)Nc1cccc(-c2nnc(SCC(=O)O)n2C)c1	7%	2	3%	0%	-4%	-3%	0%	14	-4%	-3%	-13%
COC(=O)c1ccc(CSc2nnnn2-c2ccccc2)o1	4%[15.4 µM]	-7	3%	0%	5%	-1%	-1%	-5	?	0%	7%
Cn1cccc1/C=N/NC(=O)Cn1cnc2ccccc21	-11%	-8	0%	0%	-10%	-1%	2%	6	0%	5%	9%
C#CCSc1nc(C)cc(C(=O)OCC)c1C#N	-1%	-8	-2%	-5%	8%	?	7%	1	6%	0%	.
CC1(C)CC(=O)C=C(c2ccc(OC(F)(F)F)cc2)C1	-5%	2	2%	-1%	.	3%	-13%	23	.	.	.
O=C(Nc1cccc(-c2ccc(F)cc2)c1)C1CCCN(C(=O)c2cscn2)C1 (stereo not drawn)	3%	-14	-2%	2%	-3%	4%	0%	-11	.	-3%	.
CC(C)c1ccc(N2C(=O)C3C4C=CC(CC4)C3C2=O)cc1 (stereo not drawn)	-2%	-5	-4%	1%	-2%	7%	3%	-3	-1%	4%	-27%
Cc1c(C(=O)N2CCN(S(C)(=O)=O)CC2)oc2ccccc12	-14%	11	4%	0%	2%	?	7%	14	7%	0%	?
CN(C)C(=O)c1ccc(NC(=O)CSc2nnc(-c3cccs3)n2N)cc1	4%	-6	3%	0%	.	2%	2%	1	.	.	.
CCCNC(=O)CNC(=S)N(Cc1cc(OC)c(OC)c(OC)c1)C1CCCC1	-14%	3	6%	4%	0%	?	-2%	1	-6%	-4%	-4%
Cc1cccc(N2CCN(C(=S)Nc3ccc4nc(N5CCOCC5)cc(C)c4c3)CC2C)c1 (stereo not drawn)	-3%	-15	141%[activator]	3%	6%	-9%	9%	25	10%	-2%	-6%

Later entries
SMILES	Eya2 inh	KCNH2 WT inh	S-ASM inh	USP2a block	MBNL1 CUG block	BCR signal inh	Mito fusion act	TSHR antagonist	PKM2 activator	GALK inh	Menin MLL FP TR
CSc1cccc(-n2ccc(=O)c(C)c2C)c1	-22%	14	1%	-1%	-1%	0%	2%	7	.	1%	-18%
N#C/C(=C\c1ccc(OCc2ccc(C(=O)O)cc2)cc1)C(=O)N1CCOCC1	-3%	19	4%	1%	16%	?	2%	-12	5%	1%	10%
Cn1c(CSc2nc3ccccc3n2C)nc2ccccc21	-13%	-1	5%	0%	2%	5%	-4%	10	0%	-2%	7%
Cc1cc(/C(N)=N/OC(=O)c2cccc(Cl)c2)no1	?	2	-1%	1%	.	-10%	6%	0	-2%	0%	.
O=c1[nH]c2ccccc2cc1CN(CC1CCCO1)S(=O)(=O)c1ccc(Cl)cc1 (stereo not drawn)	?	-3	-1%	2%	5%	?	10%	-4	.	5%	1%
COc1ccc2nc(Nc3sc4c(c3C(N)=O)CCCC4)sc2c1	0%	6	125%[activator]	-4%	36%[activator]	?	-12%	-1	-10%	-2%	?
CCCNS(=O)(=O)c1cccn1-c1ncc(C(F)(F)F)cc1Cl	-12%	-2	-1%	1%	4%	-13%	3%	-1	?	-4%	0%
CCC(Oc1ccccc1)C(=O)Nc1ccccc1N1CCCC1 (stereo not drawn)	-6%	12	0%	2%	1%	?	-3%	0	4%	-3%	?
Cc1ccc(Cl)cc1N1CCN(S(=O)(=O)c2ccc3c(c2)OCCO3)CC1	14%	-12	-4%	1%	-4%	11%	-2%	-30	1%	-2%	1%
O=C(/C=C/c1ccccc1Cl)NNC(=O)c1ccncc1	18%	14	-9%	3%	.	?	1%	7	.	.	.
CCOC(=O)c1cn(C2CC2)c2c(F)c(F)c(F)cc2c1=O	-8%	-2	-4%	0%	-29%	-1%	-5%	20	-2%	5%	1%
Cc1cc(N2CCN(c3ccc([N+](=O)[O-])c4cccnc34)CC2)c2ccccc2n1	0%	-108*	-4%	-1%	.	-11%	-7%	-7	-8%	1%	-12%
CN(C)CCOC(=O)c1ccc2c(c1)S(=O)(=O)c1ccccc1C2=O	6%	1	-1%	1%	?	15%	4%	-4	-6%	-2%	.
CCN1CCN(c2nc3c(c(=O)n(C)c(=O)n3C)n2CCSc2ncccn2)CC1	17%	-2	1%	-1%	11%	-13%	0%	1	0%	0%	10%
CCOc1cccc(-c2cc(C(=O)N3N=C(C)CC3(O)C(F)F)c3ccccc3n2)c1 (stereo not drawn)	-7%	-9	-8%	1%	-5%	-21%	5%	17	11%	0%	6%
O=C(C1=C(O)C(=O)N(CCN2CCOCC2)C1c1ccc(Cl)cc1)c1cc2ccccc2o1 (stereo not drawn)	2%	7	-2%	0%	55%[activator]	7%	3%	-15	.	1%	.
COc1cccc(C2CCCN2Cc2nc(-c3sccc3C)oc2C)c1 (stereo not drawn)	-12%	4	-3%	-1%	-7%	14%	-8%	-3	3%	1%	-20%
N#C/C(=C/c1cccc([N+](=O)[O-])c1)C(=O)Nc1ccccc1O	-5%	-4	-2%	0%	12%	?	-3%	-4	12%	-9%	.
COc1ccc2ccccc2c1CNC(C)CCc1ccccc1 (stereo not drawn)	8%	11	-3%	-1%	14%	-1%	-12%	-13	0%	0%	?
O=C(NNC(=O)c1cc(Cl)ccc1[N+](=O)[O-])c1csc(N2CCOCC2)n1	11%	5	1%	2%	.	?	2%	3	.	.	.
CCC(=O)N(Cc1cc(=O)[nH]c2ccccc12)c1ccccc1OC	3%	11	3%	0%	-6%	-20%	-5%	4	.	-1%	-1%
